Screening data from PubChem BioAssay.
BLM helicase inh: inhibitors of human Bloom syndrome helicase BLM | P54132 | recombinant BLM DNA unwinding, fluorescence dequenching | Potency, µM (highest dose often 56.1 µM), inactives show at the highest dose activity change, negative = inhibition, usual class: inhibitors | 0.2% of 350,000 active | AID 2528;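 also: plate controls were vehicle for no effect and no enzyme for full effect; nearly all actives have a fitted effect of over 35% in size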
G9a block: blocks human histone lysine methyltransferase G9a; Q96KQ7; Potency, µM (doses to about 102 µM), inactives show top-dose activity, negative = inhibition, actives largely listed as inhibitors; G9a H3K9 monomethylation, AlphaScreen, 2 h; 8.8% of 350,000 active; also: % is scaled to controls: 0 for no effect and ±100 for the full control effect; nearly all actives have a fitted effect of over 75% in size
Target sequence (Q96KQ7 913-1193 limits assumed): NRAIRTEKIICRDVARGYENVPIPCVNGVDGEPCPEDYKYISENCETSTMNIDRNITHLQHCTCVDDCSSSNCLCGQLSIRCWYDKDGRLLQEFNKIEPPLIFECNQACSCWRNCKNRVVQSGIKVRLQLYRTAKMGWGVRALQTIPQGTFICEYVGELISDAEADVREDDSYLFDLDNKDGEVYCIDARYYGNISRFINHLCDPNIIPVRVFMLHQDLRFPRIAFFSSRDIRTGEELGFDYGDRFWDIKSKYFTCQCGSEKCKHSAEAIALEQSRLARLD
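AlphaScreen detection with an anti-monomethyl H3K9 antibody quantified product after a 2 h room-temperature reaction containing 500 nM biotinylated H3K9 peptide, 20 µM SAM and 20 nM enzyme, which had been preincubated 15 min with compound.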
HP1b chromo inh: HP1-beta chromodomain-methylated histone interaction inhibition; P83916; AID 540317; AlphaScreen HP1-beta / biotin-H3K9me3 peptide binding; Potency, µM (series often up to 114 µM), for inactives: at the top dose activity change, negative = inhibition, usual class: inhibitors; 0.56% of 390,000 active; also: nearly all actives have a fitted effect of over 70% in size; inactives centre near 23
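Compound inhibition of the preformed complex between 50 nM HP1-beta and 50 nM biotinylated H3K9me3 peptide was read by AlphaScreen. Buffer was PBS pH 7.4 with 0.01% Tween-20. Incubations ran 30 min at room temperature, with 10 ug/mL donor/acceptor beads.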
JMJD2A Tudor inh: blocks the human JMJD2A Tudor domain; Potency, µM (series often up to 114 µM), for inactives: at the highest dose activity change, negative = inhibition, actives largely listed as inhibitors; 4.4% of 390,000 active; AlphaScreen JMJD2A-Tudor / H3K4me3 peptide binding; O75164; also: % is scaled to controls: 0 for no effect and ±100 for the full control effect; nearly all actives have a fitted effect of over 50% in size
Pin1 inh: blocks the human prolyl isomerase Pin1; Potency, µM (top dose mostly 115 µM), for the others: top-dose activity, negative = inhibition, hits mostly inhibitors; Pin1 FP peptide displacement, HiFluor488, 10 min; 0.009% of 390,000 active; Q13526; active = well fitted inhibition curve with a large enough effect in the polarisation, with a control signal flat, not every such curve was filed as active; inconclusive = small, poorly fitted or top-dose-only effect, or effect the other way, or a change in a side signal; inactive = no such curve, though single readings can be large or run the other way; the % refers to the polarisation; also: % is scaled to controls: 0 for no effect and ±100 for the full control effect
PGK inhibitor: blocks T. brucei phosphoglycerate kinase | AID 602233 | 0.043% of 380,000 active | Potency, µM (titrated, usually from 57.5 µM), without a hit: top-dose activity change, negative = inhibition, most hits filed as inhibitors | PGK/GAPDH coupled, Kinase-Glo luminescence, 60 min; also: % is scaled to controls: 0 for no effect and ±100 for the full control effect; nearly all actives have a fitted effect of over 60% in size
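Luminescent ATP detection (Kinase-Glo Plus) follows a 60-minute room-temperature incubation, with wells lacking PGK as controls. Buffer: 100 mM TEA (pH 7.6), 5 mM MgCl2, 0.01% Tween-20. Coupling enzyme GAPDH (100 nM final) supplies unstable 1,3-BPG in-well.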
GLS inh: glutaminase GLS (human) inhibition | O94925 | GLS enzymatic activity, qHTS titration | Potency, µM (series often up to 45.5 µM), inactives show top-dose activity change, negative = inhibition, usual class: inhibitors | 0.21% of 410,000 active | AID 624170; also: % is scaled to controls: 0 for no effect and ±100 for the full control effect
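Glutamate formation by hKGA was monitored fluorometrically using coupled glutamate oxidase, HRP and Amplex Red. Substrate was added as 1 mM L-glutamine solution; incubation was 30 min at RT after an initial read.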
POLI inh: DNA polymerase iota (human) inhibition; AID 588590; Pol iota fluorescent replication assay, 10 min; Potency, µM (top dose mostly 115 µM), for the others: at the top dose activity, negative = inhibition, hits mostly inhibitors; Q9UNA4; 1% of 390,000 active
Target sequence (Q9UNA4 whole entry, looked up): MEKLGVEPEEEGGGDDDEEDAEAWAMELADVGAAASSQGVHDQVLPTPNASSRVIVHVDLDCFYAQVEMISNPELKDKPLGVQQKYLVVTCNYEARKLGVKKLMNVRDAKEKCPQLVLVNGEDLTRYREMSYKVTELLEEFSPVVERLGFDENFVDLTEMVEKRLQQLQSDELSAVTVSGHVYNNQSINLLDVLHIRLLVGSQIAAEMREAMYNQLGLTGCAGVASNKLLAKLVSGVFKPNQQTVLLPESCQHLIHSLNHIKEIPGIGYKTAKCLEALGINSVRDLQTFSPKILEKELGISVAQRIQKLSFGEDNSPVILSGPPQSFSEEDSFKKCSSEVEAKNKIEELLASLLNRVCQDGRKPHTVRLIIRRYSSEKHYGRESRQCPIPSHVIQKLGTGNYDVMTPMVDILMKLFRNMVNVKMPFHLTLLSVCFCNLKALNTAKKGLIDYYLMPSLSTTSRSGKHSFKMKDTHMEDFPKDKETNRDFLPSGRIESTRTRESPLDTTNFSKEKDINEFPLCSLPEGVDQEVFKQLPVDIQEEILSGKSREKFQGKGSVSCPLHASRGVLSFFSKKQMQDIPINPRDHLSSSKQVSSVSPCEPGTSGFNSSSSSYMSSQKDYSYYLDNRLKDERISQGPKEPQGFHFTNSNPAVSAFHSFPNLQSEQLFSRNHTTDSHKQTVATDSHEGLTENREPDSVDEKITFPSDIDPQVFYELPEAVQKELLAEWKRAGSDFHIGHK
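Fluorescent replication assay read twice, at 0 min and 10 min after adding 50 nM (final) substrate. Enzyme (10 nM) and compounds were first incubated 15 min at room temperature; enzyme-free buffer wells were negative controls.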
BAZ2B block: inhibitors of human BAZ2B bromodomain | Q9UIF8 | AlphaScreen BAZ2B-H3K14Ac peptide displacement | Potency, µM (highest dose often 114 µM), for the others: at the highest dose activity change, negative = inhibition, most hits filed as inhibitors | 4.4% of 360,000 active | AID 504333; also: % is scaled to controls: 0 for no effect and ±100 for the full control effect; nearly all actives have a fitted effect of over 60% in size
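Multi-concentration screen (max 110 uM) measuring displacement of acetylated histone H3 peptide from BAZ2B by AlphaScreen, using 50 nM protein, 50 nM peptide and 10 ug/mL streptavidin donor plus Ni-chelate acceptor beads.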
* marks the source's active call; other numbers are inactive results; i = inactive; ? = inconclusive; . = not tested or not shown; & = joins results of further samples; [ ] = another dose, or the depositor's remark. Unless noted, calls follow the shape of the dose curve; as a rule, active = well fitted curve in the direction sought with a large enough effect; inconclusive = small, poorly fitted or top-dose-only effect, or another doubt; inactive = no such curve, though single readings can be large; an effect the other way counts as inactive or inconclusive. Potency is read from the fitted curve at half-maximal effect.

The opening 3 records, ahead of the listing:
SMILES	BLM helicase inh	G9a block	HP1b chromo inh	JMJD2A Tudor inh	Pin1 inh	PGK inhibitor	GLS inh	POLI inh	BAZ2B block
Cc1cccc(Nc2nc(C)cc(C)n2)c1	2%	.	22%	-18%	-1%	-6%	14%	-21%	-13%
CCCOc1ccc(-c2c(C(=O)N/N=C/c3ccccc3)nnn2-c2nonc2N)cc1	-3%	13%[59 µM]	66%[activator]	15%[57.1 µM]	0%	-2%	-9%	107%[activator]	-6%
CCCCc1nn2c(C)c(-c3ccc(OCC)cc3)nc2s1	-12%	9%[59 µM]	78%[activator]	33%	-4%	i	-15%	0%	?

All compounds of this part, repeating the preview:
SMILES	BLM helicase inh	G9a block	HP1b chromo inh	JMJD2A Tudor inh	Pin1 inh	PGK inhibitor	GLS inh	POLI inh	BAZ2B block
Cc1cccc(Nc2nc(C)cc(C)n2)c1	2%	.	22%	-18%	-1%	-6%	14%	-21%	-13%
CCCOc1ccc(-c2c(C(=O)N/N=C/c3ccccc3)nnn2-c2nonc2N)cc1	-3%	13%[59 µM]	66%[activator]	15%[57.1 µM]	0%	-2%	-9%	107%[activator]	-6%
CCCCc1nn2c(C)c(-c3ccc(OCC)cc3)nc2s1	-12%	9%[59 µM]	78%[activator]	33%	-4%	i	-15%	0%	?
COc1ccc(S(=O)(=O)Cc2ccc(C(=O)N3CCN(c4cccc(C)c4C)CC3)o2)cc1	-10%	-5%[59 µM]	19%	?	10%	i	2%	-1%	-8%
N#Cc1ccc(COc2cccnc2[N+](=O)[O-])cc1	-4%	0%	-13%	-14%	-4%	i	7%	67%[activator]	-11%
O=C(COC(=O)c1cnccn1)Nc1ccc(Cl)cc1	1%	-46%[59 µM]	65%[activator]	-6%	2%	-5%	9%	9%	4%
O=C(O)c1cnn2c1C(=O)N(Cc1cccs1)CC2	5%	40µM*	32µM*	?	-6%	?	0%	9%	22µM*
COc1cccc(NC(=O)CCNS(=O)(=O)c2cccc3nonc23)c1	-4%	12%	19%	-8%	-12%	6%	1%	?	-4%
CC(C)(C)NC(=O)C(c1ccc(-c2ccccc2)cc1)N(C[C@H]1CC[C@@H]([C@@H]2CC[C@H](CO)O2)O1)C(=O)c1cccc(Cl)c1 (stereo partly specified)	.	.	11%	-33%	?	9%	-5%	9%	.
CN1CCN(c2nnc(-c3ccc(Cl)cc3)c3ccccc23)CC1	2%	4%[2.33 µM]	15%	-12%	2%	-9%	-3%	1%	8%
CC(NC(=O)OC(C)(C)C)C(=O)Oc1ccc2ccc(=O)oc2c1 (stereo unspecified)	-1%	5%	50%[activator]	4%	-1%	-4%	19%	3%	7%
COc1cc(Cl)c(CNC[C@H]2O[C@@H](n3cnc(C(N)=O)n3)[C@H](O)[C@@H]2O)c(Cl)c1O	.	.	12%	-17%	0%	3%	36%[activator]	4%	.
CCCN(CC1CC1)C(=S)NC(=O)C1CC1	2%	?	5%	-11%	0%	-8%	1%	73%[activator]	-10%
c1ccc2[nH]c(SCCN3CCOCC3)nc2c1	0%	17%[59 µM]	23%	-13%	1%	.	8%	16%	6%
CC1Cc2ccccc2N1C(=O)COC(=O)/C=C/c1ccc(F)cc1 (stereo unspecified)	.	23%[59 µM]	61%[activator]	26%	0%	-6%	-11%	-4%	-4%
COc1ccc(S(=O)(=O)NCc2cccnc2)cc1NC(=O)c1ccccc1C	.	.	6%[57 µM]	-31%	?	-8%	12%	40µM*	.
O=[N+]([O-])c1ccccc1N/N=C/c1cccc(O)c1O	-5%	?	-15%	-16%	7%	-16%	20%	?	?
O=C(NCc1ccccc1)C1CCN(C(=O)NCc2ccccc2)CC1	0%	0%	18%	-9%	-4%	-5%	12%	8%	1%
Cc1cc(C)n(CC(O)COc2ccc3ccccc3c2)n1 (stereo unspecified)	-5%	-2%[0.501 µM]	12%	-7%	-3%	0%	-4%	78%[activator]	-2%
Cc1ccc(-c2nc3c4c(-c5ccccc5)c(-c5ccccc5)oc4ncn3n2)cc1	-10%	12%[59 µM]	21%	0%	?	8%	-14%	14%	0%
O=C(Nc1ccc(C(F)(F)F)cc1)c1cc(S(=O)(=O)NCC2COc3ccccc3O2)ccc1F (stereo unspecified)	-8%	29%[59 µM]	26%	-5%	0%	4%	7%	6%	1%
CN(C(=O)c1cc2ccccc2oc1=O)C1(C)CCS(=O)(=O)C1 (stereo unspecified)	1%	-17%	28%	-14%	5%	0%	0%	38%[activator]	-14%
CCN(CCCNC(=O)C1CCC(=O)N1C(C)C)c1cccc(C)c1 (stereo unspecified)	0%	4%[0.501 µM]	27%	-18%	10%	i	20%	-12%	?
COc1cc(OC)c(NC2=NCCCCC2)cc1Cl	-3%	?	0%	-24%	1%	i	-1%	-4%	1%
CCOC(=O)[C@H]1[C@H]2COc3ccc(OC)cc3[C@@H]2N2C(=O)CN(Cc3ccc(C)cc3)C(=O)[C@@]12C	.	6%[0.501 µM]	19%	-21%	5%	i	0%	35%[activator]	-27%

Following part
SMILES	BLM helicase inh	G9a block	HP1b chromo inh	JMJD2A Tudor inh	Pin1 inh	PGK inhibitor	GLS inh	POLI inh	BAZ2B block
Cc1cccc([C@@H]2[C@@H]3C(=O)N(Cc4ccccc4)C(=O)[C@@H]3[C@]3(Cc4ccc(Cl)cc4)C(=O)N(c4cccc(Cl)c4)C(=O)N23)c1	.	?	33%	-17%	22%	-8%	-1%	6%	-20%
CC1CCN(C(=O)c2ccc(NS(=O)(=O)c3ccc4[nH]c(=O)[nH]c4c3)cc2)CC1	.	13%[0.501 µM]	15%	-8%	?	0%	6%	41%[activator]	-11%
COc1ccc(NC(=O)c2ccco2)cc1NC(=O)c1c(OC)cccc1OC	-2%&-4%	-3%	-4%&28%	-14%&-8%	?	-11%&-6%	-1%&1%	?	3%&-7%
CCOCc1cc(CN2CCN(c3cccc(C(F)(F)F)c3)CC2)c(O)c2ncccc12	-5%	-16%[59 µM]	21%	56µM*	-6%	18%	11%	8%	28µM*
O=C(COc1ccc(Br)cc1Br)NC1CCCC1	-11%	4%	38%	7%	7%	4%	4%	-17%	7%
CC(C)(C)n1ncc2c(=O)n(CC(=O)N3CCCC3)cnc21	-2%	2%	17%	-11%	-6%	-11%	5%	161%[activator]	0%
CCOc1ccc(NC(=O)c2c(NC(=O)c3ccncc3)sc3c2CCC(C(C)(C)C)C3)cc1 (stereo unspecified)	-11%	?	23%	1%	-7%	i	-2%	0%	1%
Nc1[nH]nc2nc(N3CCCC3)nc(-c3ccccc3)c12	0%	-29%	18%	-10%	-4%	0%	-4%	-11%	-35%
CCOC(=O)C1CCN(C(=O)Cn2nc(C)n3c(cc4sccc43)c2=O)CC1	0%	-1%[59 µM]	14%	-4%	0%	i	-2%	24%	0%
O=C(NCc1ccccc1Br)c1ccco1	-3%	-1%[59 µM]	15%	-7%	0%	1%	2%	18%	11%
Cc1nn(C)cc1C=NCCOCc1ccccc1	-2%	0%[59 µM]	28%	-5%	-5%	3%	?	16%	-5%
COc1ccc(S(=O)(=O)N(CC(=O)Nc2ccc(S(=O)(=O)N3CCOCC3)cc2)c2ccccc2)cc1	-4%	-50%[59 µM]	?	-16%	16%	-1%	4%	17%	-13%
CCCN(C(=O)CSc1nnc(N)s1)c1c(N)n(Cc2ccccc2)c(=O)[nH]c1=O	.	.	17%	-18%	1%	2%	6%	20%	.
Cn1c(=O)c(C(=O)Nc2ncccc2O)c(O)c2ccccc21	-3%	-8%[59 µM]	-3%	?	7%	i	10%	-2%	4%
CCc1ccc(NC2=NC(C(=O)NC3CCCCC3)CC(=O)N2)cc1 (stereo unspecified)	4%	8%[12.7 µM]	40%[activator]	-2%	-8%	-8%	-8%	4%	7%
Cc1nc2scc(C)n2c(=O)c1S(=O)(=O)N1CCN(c2ccc(F)cc2)CC1	1%	.	14%[57 µM]	-14%	-1%	-5%	14%	7%	-28%
Cc1cccc(C(=O)N2CCc3cc(CNC(=O)c4cc5ccccc5[nH]4)ccc32)c1	-9%	-16%[59 µM]	-12%	-27%	23%	-3%	-12%	-8%	-9%
CCCNS(=O)(=O)c1ccc(CCC(=O)Nc2ccc3c(c2)OCO3)cc1	0%	19%[59 µM]	27%	3%	0%	1%	2%	26%	11%
CC(C)NC(=O)C(C)Oc1ccc(S(=O)(=O)NCc2ccc3c(c2)OCO3)cc1 (stereo unspecified)	-5%	-28%[0.501 µM]	14%	-5%	3%	-12%	-8%	24%	-4%
COc1cc2c(=O)n(CCC(=O)NCC3CCCO3)c(=O)n(CC(=O)c3ccc(Cl)cc3)c2cc1OC (stereo unspecified)	1%	9%	27%	-17%	-1%	-1%	13%	-6%	6%
COCCN(C(=O)CCCC(=O)Nc1ccccn1)C(C(=O)NC1CCCC1)c1ccc(C)cc1 (stereo unspecified)	-1%	-8%[59 µM]	25%	11%	-9%	7%	-2%	13%	25%
O=C(NCCCN=C1NS(=O)(=O)c2ccccc21)c1ccc(Cl)cc1	2%	24%[59 µM]	-19%	-16%	?	-2%	-5%	27%	0%
COc1ccc(-c2nc3ccccc3o2)cc1NC(=O)C(C)Oc1ccc(Cl)cc1Cl (stereo unspecified)	-3%	29%[59 µM]	42%[activator]	-21%	-3%	-3%	-2%	3%	-19%
CC(=O)C(C(c1ccccc1)c1c[nH]c2ccccc12)[N+](=O)[O-] (stereo unspecified)	-3%	-49%	27%	-23%	-6%	.	22%	-17%	-23%
CCC1CCCCN1Cc1nc2ccccc2c(=O)n1CC(C)=O (stereo unspecified)	6%	?	68%[activator]	-17%	-8%	-4%	-6%	25%	?
Fc1cccc(NC(=S)NCCN2CCOCC2)c1	-3%	-1%[59 µM]	16%	-11%	4%	0%	17%	22%	-7%
CN(Cc1ccc(F)cc1)C(=O)c1ccc(NS(=O)(=O)c2ccc3[nH]c(=O)[nH]c3c2)cc1	.	-18%	48%[activator]	-6%	3%	-2%	2%	66%[activator]	-10%

These rows are one share of the data, so the mix of outcomes need not match the whole.
